esBAF inh = Bmi1 luciferase reporter increase in mESCs, primary screen, esBAF inhibitor project, mouse ES cells, Bmi1 luciferase knock-in, single point; 24 h; 100% = twice the neutral-well signal; reporter increase, % at 12.5 µM; actives 2% (n = 350,000); AID 602393, 2012; in the data active means activation above about 40%;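 further: 0% = median of the plate's neutral control wells and 100% = double that signal; a rise in the Bmi1 reporter signal indicates esBAF inhibition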
FN deposit inh = inhibitors of fibronectin matrix deposition, primary screen, AH1F cells, Alexa488-fibronectin fluorescence, plate reader; AH1F fibroblasts, overnight; AID 743247, 2014; inhibition, % at 12.6 µM; actives 0.086% (n = 350,000);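 active means mean inhibition across replicates of 30% or more, regardless of how many single replicates reach that level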;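 further: positive control wells lacked labelled fibronectin entirely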
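Schedule: 1 h cell adhesion before compound, then overnight fibronectin incubation; test system: AH1F fibroblast monolayer depositing Alexa488-labelled fibronectin into matrix; quantity: 10000 AH1F cells per well; probe or stimulus: fluorescent fibronectin at 24 nM final; signal: fluorescence, ex 485 nm, em 525 nm; evaluation: percent inhibition as loss of matrix-bound fibronectin fluorescence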
S100A4 inh HTS = inhibitors of S100A4-myosin IIA peptide binding, primary screen, biochemical, fluorescence polarization, TAMRA-MyoIIA peptide | inhibition, % at 10.7 µM | actives 0.14% (n = 360,000);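 active means mean inhibition of at least 70% across replicates, with every replicate also reaching that level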
Target sequence (P26447 whole entry, looked up): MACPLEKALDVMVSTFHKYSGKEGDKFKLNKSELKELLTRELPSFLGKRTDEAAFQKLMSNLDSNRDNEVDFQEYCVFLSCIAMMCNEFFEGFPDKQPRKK
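assay system = human S100A4 monomer with TAMRA-labelled myosin IIA peptide | also added = labelled myosin peptide probe, 5 nM | incubation = 5 min between mix addition and reading | control set = DMSO and TFP controls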
LGR2 antag = inhibitors of bursicon-induced LGR2 CRE-luciferase signal, primary screen, cell-based, HEK293, CRE-luciferase reporter, bursicon stimulation. bursicon-stimulated, 4 h. Drosophila bursicon receptor LGR2 (rickets). inhibition, % at 9.99 µM. AID 720647, 2013. actives 0.35% (n = 380,000);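 active means drop in luminescence signal, shown as inhibition above about 50% in the replicate tests, limit read from the data, passing the limit was not always enough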;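 further: agonist challenge used bursicon conditioned medium at about half maximal strength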
SIRT5 inh = SIRT5 desuccinylase inhibitors, primary screen, biochemical, fluorescence imaging, single point, set 5 | NAD-dependent protein deacylase sirtuin-5, mitochondrial (Homo sapiens), Q9NXA8 | Purified SirT5, succinyl-peptide AMC, trypsin-coupled fluorescence | inhibition, % at 15 µM | actives 1.1% (n = 330,000); in the data active means inhibition above about 15%
Target sequence (Q9NXA8 whole entry, looked up): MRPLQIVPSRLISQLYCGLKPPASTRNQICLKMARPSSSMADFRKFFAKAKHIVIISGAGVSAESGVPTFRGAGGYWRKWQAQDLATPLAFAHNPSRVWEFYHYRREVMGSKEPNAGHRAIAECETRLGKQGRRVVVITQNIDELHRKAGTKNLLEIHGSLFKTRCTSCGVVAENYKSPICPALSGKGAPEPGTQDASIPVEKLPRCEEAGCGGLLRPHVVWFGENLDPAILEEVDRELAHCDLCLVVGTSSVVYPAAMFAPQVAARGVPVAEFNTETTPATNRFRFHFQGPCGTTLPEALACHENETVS
CASP6 VEID inh = human caspase-6 inhibitors, primary screen, biochemical, VEID-R110 fluorescence, single point, set 2. purified caspase-6, Z-VEID-R110 cleavage fluorescence. actives 0.53% (n = 350,000). AID 686996, 2013. inhibition, % at 12.5 µM. P55212;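 active means mean inhibition across replicates at least about 35%, with every replicate also reaching that limit, limit read from the data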;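 further: 0% = median of neutral control wells and 100% = no fluorescence left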
Target sequence (P55212 24-179 limits assumed): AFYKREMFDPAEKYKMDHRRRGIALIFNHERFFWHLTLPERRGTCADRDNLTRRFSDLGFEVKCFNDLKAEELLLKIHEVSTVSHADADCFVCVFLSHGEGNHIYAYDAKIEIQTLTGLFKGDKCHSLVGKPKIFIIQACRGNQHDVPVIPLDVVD
Target sequence (P55212 194-293 limits assumed): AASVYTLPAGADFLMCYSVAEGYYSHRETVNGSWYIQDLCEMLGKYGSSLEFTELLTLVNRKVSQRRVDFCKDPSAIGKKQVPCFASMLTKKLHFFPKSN
C2C12 statin = suppressors of statin myotoxicity in C2C12 myotubes, primary screen, cell-based, single point, plate reader; C2C12 myotubes + simvastatin, ATP luminescence, 48 h; scaled: DMSO 0, geranylgeraniol control 100; rescue of ATP level, % at 7.49 µM; actives 0.78% (n = 330,000); AID 602340, 2012;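 active means mean ATP rescue above about 67%, or every replicate alone reaching that limit, limit read from the data, passing the limit was not always enough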;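 further: myotubes were challenged with 10 µM simvastatin during compound exposure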
* = called active by the depositor; / = no result given; & = joins results of further samples. These rows are one share of the data. The share of hits here may be higher or lower than overall.

SMILES	esBAF inh	FN deposit inh	S100A4 inh HTS	LGR2 antag	SIRT5 inh	CASP6 VEID inh	C2C12 statin
CC(C)(C)OC(=O)NCc1ccc(NC(=O)c2nc[nH]c2C(=O)N[C@@H](Cc2ccccc2)C(=O)OCc2ccccc2)cc1	7	-4	-2	2	/	3	10
COc1ccc(S(=O)(=O)Nc2ccc3c(c2)C(=O)N([C@H](C)CO)C[C@H](C)[C@H](CN(C)S(=O)(=O)c2cccs2)OCCCC[C@H](C)O3)cc1	3	5	-6	2	18*	1	97*
Cc1c(C(=O)N2CCC(C)CC2)sc2ncnc(N3CCN(c4ccccc4)CC3)c12	1	-12	/	11	/	/	3
Cc1noc(C)c1C(=O)Nc1c(F)cc(F)cc1Br	-11	/	4	-3	1	2	-1
Cc1cccnc1NC(=O)c1ccc2c(c1)OCCO2	/	-6	0	-11	5	1	/
FC(F)(F)c1ccccc1NC(=S)N1CCN(c2ncccn2)CC1	-1	/	3	1	3	-2	-1
CC1(C(=O)NS(=O)(=O)c2ccc(Br)cc2)CCN1C(=O)CCc1cccs1 (configuration not stated)	-2	2	-1	-5	12	3	6
O[C@H]1CN(Cc2cccs2)[C@@H](c2ccccc2)C[C@@H]1n1cc(C2CC2)nn1	-1	0	-2	0	0	6	23
C[C@@H]1CCCCO[C@@H](CN(C)Cc2ccc(C(F)(F)F)cc2)[C@H](C)CN([C@H](C)CO)C(=O)c2cc(NC(=O)CCC(F)(F)F)ccc2O1	0	/	19	7	6	0	-88
Cc1ccc(Cc2nc(-c3ccccn3)no2)cc1	9	/	/	-3	/	/	6
COc1cccc(-c2nc(NC(C)(C)C)c3ccccc3n2)c1O	-6	14	/	/	/	/	-13
O=C(Nc1ccc(OCc2ccccc2)cc1)c1cccc([N+](=O)[O-])c1	/	8	-1	-20	-2	0	/
Cc1cccc(NC(=O)Cn2cnc(S(=O)(=O)N3CCCC3)c2)c1C	7	-2	-1	-4	0	0	-5
O=C(C[C@@H]1C[C@H]2c3cc(NS(=O)(=O)c4ccc(F)cc4)ccc3O[C@H]2[C@H](CO)O1)NCc1ccccc1	-15	-15	-34	-9	-3	2	-24
COc1ccc(-c2noc(C3CCCN(C(=O)CCc4ccccc4)C3)n2)cc1 (configuration not stated)	-2	-5	/	-22	/	/	11
C[C@H](CO)N1C[C@H](C)[C@H](CN(C)Cc2cccc3c2OCCCO3)OCc2cn(nn2)CCCC1=O	4	-5	-3	20	-3	-8	-11
O=S1(=O)CC(NCc2ccccc2)C(Nc2ccccc2)C1 (configuration not stated)	-4	/	3	4	2	-1	4
Cc1c(Cl)cccc1N=C1NC(=O)CS1	7	3	3	/	-3	1	-11
CN(NS(C)(=O)=O)c1ncc(C(F)(F)F)cc1Cl	-9	1	11	14	-4	-1	5
COc1cccc(N2CCN(Cc3nc(N)nc(N4CCCc5ccccc54)n3)CC2)c1	-39	/	/	10	/	/	-6

Compound profiles, from the list above. Order of screens: esBAF inh | FN deposit inh | S100A4 inh HTS | LGR2 antag | SIRT5 inh | CASP6 VEID inh | C2C12 statin
Cc1cccnc1NC(=O)c1ccc2c(c1)OCCO2 as listed: / | -6 | 0 | -11 | 5 | 1 | /
COc1ccc(S(=O)(=O)Nc2ccc3c(c2)C(=O)N([C@H](C)CO)C[C@H](C)[C@H](CN(C)S(=O)(=O)c2cccs2)OCCCC[C@H](C)O3)cc1 as listed: 3 | 5 | -6 | 2 | 18* | 1 | 97*
O=S1(=O)CC(NCc2ccccc2)C(Nc2ccccc2)C1 (configuration not stated) as listed: -4 | / | 3 | 4 | 2 | -1 | 4

The listing picks up with the three entries that preceded the break.
SMILES	esBAF inh	FN deposit inh	S100A4 inh HTS	LGR2 antag	SIRT5 inh	CASP6 VEID inh	C2C12 statin
Cc1c(Cl)cccc1N=C1NC(=O)CS1	7	3	3	/	-3	1	-11
CN(NS(C)(=O)=O)c1ncc(C(F)(F)F)cc1Cl	-9	1	11	14	-4	-1	5
COc1cccc(N2CCN(Cc3nc(N)nc(N4CCCc5ccccc54)n3)CC2)c1	-39	/	/	10	/	/	-6
COc1ccccc1N1CCN(C(=O)CSc2nc(-c3ccccc3)cc(=O)[nH]2)CC1	-1	/	/	3	/	/	0
NC(=S)N=Nc1c(O)n(Cc2ccccc2)c2ccccc12	/	-1	-3	-2	6	0	/
C[C@H](NC(=O)C[C@@H]1CC[C@@H](NC(=O)CN2CCOCC2)[C@@H](CO)O1)c1ccccc1	1	6	-2	-8	-3	0	8
CCOC(=O)CNC(=O)N(C)[C@H]1C[C@H]2c3[nH]c4ccccc4c3CCN2C(=O)[C@H]1[C@H](C)O	-7	2	-7	-42	-20	4	-3
O=C(Nc1cc(F)ccc1F)N[C@@H]1CC[C@@H](CCn2cc(C3CCCC3)nn2)O[C@@H]1CO	/	-12	-11	2	-3	1	/
COc1ccc(CNC(=O)c2sc(=O)n(Cc3ccc(S(=O)(=O)N(C)C)cc3)c2C)cc1	-4	-9	8	5	/	0	29
O=C(Oc1ccc(Cl)cc1)c1ccc2nccnc2c1	-7	5	/	/	/	/	-9
CCC1(CC(C)C)SC(N)=NC1=O (configuration not stated)	4	1	1	3	0	0	4
COc1ccc(C(=O)N=c2sc3c(C)ccc(OC)c3n2C)cc1OC	36	-3	0	-99	-6	2	-20
CC(C)NC(=O)C1(C)CCCN1Cc1csc2ccccc12 (configuration not stated)	3	-5	-1	9	/	0	14
CC(=O)c1c(C)[nH]c(C(=O)OCc2cccc(Cl)c2)c1C	46*	/	3	-16	0	-6	1
COc1ccccc1OCCNC(=O)c1cccc(S(=O)(=O)N2CCN(C)CC2)c1	10	5	-4	2	-4	-163	2
C[C@H](CO)N1C[C@H](C)[C@H](CN(C)S(C)(=O)=O)OCCCC[C@H](C)Oc2ccc(NC(=O)CCC(F)(F)F)cc2C1=O	-4	/	11	4	-3	0	-2
CCCCCC(=O)N1C[C@@H](O)[C@H](n2cc(-c3ccc(F)cc3)nn2)C[C@@H]1c1ccc(OC)cc1	-2	-14	-3	11	-1	1	18
O=C(O)c1ccc(N=Nc2c(-c3ccccc3)[nH]oc2=O)cc1	6	-7	-2	-3	0	0	-1
O=C(NCCc1cccs1)C(c1ccccc1)c1ccccc1	-6	-4	9	14	-6	0	6
C[C@@H]1CN([C@H](C)CO)C(=O)c2ccccc2-c2ccccc2CO[C@@H]1CN(C)C(=O)Nc1cccc(F)c1	-1	-1	35	-17	3	-1	-36
O=C(C[C@@H]1C=C[C@@H](NC(=O)c2ccccc2)[C@@H](CO)O1)NCCc1ccncc1	3	8	-9	-17	-1	1	15
Cc1cc(Cl)ccc1OCC(=O)NCCCn1ccnc1	/	2	5	/	-2	-18	/
COc1ccc(NC(=O)c2nc[nH]c2C(=O)N(C)Cc2ccccc2)cc1	3	-9	-2	-7	-1	5	14
CN(C)c1ccc2c(c1)[C@@H]1C[C@H](CC(=O)N3CCc4ccccc4C3)O[C@@H](CO)[C@@H]1O2	9	/	10	2	1	6	-5
Cc1ccc2sc(C)[n+](CCCS(=O)(=O)[O-])c2c1	/	-16	-20	-9	-9	-1	/
C[C@H]1CN([C@@H](C)CO)C(=O)c2cc(C#CC3CCCCC3)cnc2O[C@@H]1CN(C)C(=O)c1ccncc1	4	5	-34	-12	-1	2	36
CC(C)c1cc(C(=O)NCCc2cccs2)c(N)s1	/	-10	-5	-23	/	0	/
CCc1ccc(NC(=O)Cn2cc([N+](=O)[O-])nc2C)cc1	-6	3	-2	13	1	-2	10
O=C(O)CCCCn1c(SCc2cc(=O)n3cc(Cl)ccc3n2)nc2ccsc2c1=O	/	22	-5	6	3	-4	/
O=C(C[C@H]1CC[C@@H](NC(=O)CN2CCOCC2)[C@@H](CO)O1)NCCc1ccncc1	-4	7	-1	-2	0	1	7
CN1CCN(C(=O)C[C@H]2CC[C@@H]3[C@H](COC[C@@H](O)CN3CC3CCCC3)O2)CC1	/	-5	-3	-1	-2	-2	/
C/C(=N\OC(=O)c1ccc(Cl)c(Cl)c1)c1sc(C)nc1C	-3	/	/	-3	/	/	-6
O=C(Nc1ccccc1)N[C@H]1CC[C@@H](CCn2cc(C3(O)CCCC3)nn2)O[C@@H]1CO	-2	-19	12	0	2	-1	1
CCn1c(C)c(C(C)=O)cc(C#N)c1=O	/	-1	-8	-15	-2	-5	/
C[C@@H]1CN([C@@H](C)CO)C(=O)CCCn2nncc2CO[C@@H]1CN(C)S(=O)(=O)c1ccc2c(c1)OCCCO2	3&-3	14&-3	8&-2	3	0&-4	0&1	-1&-2
COc1ccc(CNC(=O)C[C@@H]2CC[C@@H](NC(=O)c3cccc(F)c3)[C@H](CO)O2)cc1	2	1	8	-3	1	-3	-3
Cc1ccc(S(=O)(=O)N[C@H](C(=O)NCC2CCC(C(=O)O)CC2)C(C)C)cc1 (some centres not stated)	1	0	1	6	-1	-4	-16
C[C@@H]1CN([C@H](C)CO)C(=O)c2cc(-c3cccc(F)c3)cnc2O[C@@H]1CN(C)Cc1cccnc1	0	-6	-4	-2	-8	-2	6
CCc1ccc2nc(N(CCCN(C)C)C(=O)c3ccc(S(=O)(=O)N(C)C4CCCCC4)cc3)sc2c1	-23	6	-2	-5	1	-2	-13
N#Cc1ccc(C(C(=O)Nc2ccc3c(c2)OCCO3)n2c(=O)c(-c3ccco3)nc3ccccc32)cc1 (configuration not stated)	/	-2	-7	-35	4	-1	/
CCOC(=O)C1CCCN(C(=O)c2cccc(S(=O)(=O)N(C)c3ccc(OC)cc3)c2)C1 (configuration not stated)	-4	-1	0	5	-2	-85	-2
CCN(CC)C(=O)CSc1nc(Cc2ccccc2)nc2ccccc12	-3	2	2	15	-1	1	-1
O=C(c1ccncc1)N1CC2(C1)[C@H](c1ccccc1)[C@@H](CO)N2CC1CCOCC1	/	-5	-8	-18	4	2	/
CN(C)/C=C/C(=O)c1ccc(-c2ccc(Cl)cc2Cl)o1	/	1	28	-80	-6	20	/
COc1ccc(N(CC(=O)NCc2ccc(F)cc2)C(=O)c2snc(C(N)=O)c2N)cc1OC	1	12	-10	2	-2	4	-9
C[C@H]1CN([C@@H](C)CO)C(=O)c2cc(NS(=O)(=O)c3ccc(Cl)cc3)ccc2O[C@@H]1CN(C)Cc1ccc(Oc2ccccc2)cc1	1	/	5	-3	12	3	-1
CC(C)NC(=O)N(C)C[C@@H]1Oc2cc(-c3ccccc3)ccc2S(=O)(=O)N([C@H](C)CO)C[C@H]1C	-4	/	-9	13	-4	1	/
COc1ccc(NC(=O)N2CCC(c3nc4ccccc4[nH]3)CC2)cc1	0	3	-1	-18	-4	3	-1
O=C(N[C@@H](c1ccccc1)[C@@H]1C[C@H]1C(=O)NCc1ccccn1)OCc1ccccc1	-8	6	2	1	-7	-1	-1
Cc1ccc(C(=O)OCC(=O)NC2CCCCC2)cc1S(=O)(=O)N1CCCCC1	2	-23	0	-4	0	3	11
C[C@@H]1CN([C@H](C)CO)C(=O)c2cc(NC(=O)c3ccncc3)ccc2O[C@@H]1CN(C)S(=O)(=O)c1ccc(Cl)cc1	-5	5	-29	-6	-1	1	-15
O=C(COC(=O)COc1ccccc1)NCc1ccc2c(c1)OCO2	-4	6	-7	16	1	3	4
COc1ccc(-c2csc3ncnc(N4CCN(c5cccc(C)c5C)CC4)c23)cc1	-8	-17	-3	-6	-4	-1	-5
CCC(=O)N1CCc2cc(S(=O)(=O)NC(Cc3ccccc3)C(=O)NC3CCCC3)ccc21 (configuration not stated)	0	-6	/	/	/	/	-6

Bioassay records (PubChem BioAssay)
